# M. tuberculosis HTS – M. tuberculosis growth inhibition, HTS (AID 449762); M. tuberculosis H37Rv growth inhibition, 7H9 media; higher % means a stronger effect; one-dose inhibition, % at 25 µM; IC50 in µM for titrated hits; 330,000 tested, 0.59% active; in the data active = a potency from the dose series; inconclusive = inhibition above about 70% without an active follow-up result;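 also: bacterial growth assessed after seven days of incubation; strong numbers were not always called active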
# VEEV TC-83 Vero – inhibitors of VEEV TC-83 cytopathic effect, confirmation, Vero cells (AID 588727); Vero cells, VEEV TC-83 cytopathic effect inhibition; higher % means a stronger effect; 350,000 tested, 0.13% active; inhibition, % at 20 µM; hits with a dose series show IC50 in µM; in the data active = a potency from the dose series; inconclusive = inhibition mostly from about 14% at the one dose, without a potency; inactive = the rest, 99 in 100 with inhibition below about 12%; also: strong numbers were not always called active
# Salmonella PhoP GFP – PhoP regulon inhibitors, Salmonella typhi PhoP promoter GFP reporter, confirmatory (AID 1850); Salmonella Typhi PhoP-promoter GFP reporter, fluorescence, 4 h; higher % means a stronger effect; inhibition, % at 50 µM, or IC50 in µM where a hit was titrated; 310,000 tested, 0.33% active; in the data active = a potency from the dose series; inconclusive = inhibition mostly from about 25% at the one dose, without a potency; inactive = the rest, 99 in 100 with inhibition below about 19%;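 also: 0% = induced wells with vehicle and 100% = uninduced wells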
# M. tuberculosis – growth inhibition of non-replicating M. tuberculosis (AID 488890) | Mycobacterium tuberculosis non-replicating, growth inhibition; higher % means a stronger effect | one-dose inhibition, % at 25 µM; IC50 in µM for titrated hits | 320,000 tested, 0.39% active; in the data active = a potency from the dose series; inconclusive = inhibition mostly from about 82% at the one dose, without a potency; inactive = the rest, 99 in 100 with inhibition below about 76%;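 also: plate controls were DMSO cells for no effect and high antibiotic wells for full effect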
# H1N1 NS1A inhibition – H1N1 influenza NS1A inhibitors, functional cell based assay (AID 504329) | NS1A functional cell-based assay, percent inhibition; higher % means a stronger effect | inhibition, % at 12.5 µM, or IC50 in µM where a hit was titrated | 340,000 tested, 0.3% active; in the data active = a potency from the dose series; inconclusive = inhibition above about 27% without an active follow-up result; also: strong numbers were not always called active
# An asterisk follows results filed as active; i = inactive; ? = inconclusive; nt = no result given; & = joins results of further samples.
# Letter code: A = M. tuberculosis HTS; B = VEEV TC-83 Vero; C = Salmonella PhoP GFP; D = M. tuberculosis; E = H1N1 NS1A inhibition
1	CCCOc1ccc(S(=O)(=O)NCCCN2CCOCC2)c2ccccc12
  A: -3% | B: 0.5% | C: 6% | D: -1% | E: -1%

2	Cc1ccc(S(=O)(=O)CCC(=O)Nc2nc(-c3ccncc3)cs2)cc1
  A: 8% | B: 7.6% | C: 13% | D: i | E: -6%

3	O=C(COC(=O)c1cccs1)Nc1cc(S(=O)(=O)N2CCOCC2)ccc1Cl
  A: -2% | B: i | C: 3% | D: 19% | E: 9%

4	CC1CC(C)CN(C(=O)C2CCCN(S(=O)(=O)c3cccc4nonc34)C2)C1 (configuration not stated)
  A: -4% | B: i | C: 8% | D: 1% | E: 0%

5	Cc1cc(C(=O)N2CCCC(C(=O)c3ccc(Oc4ccccc4)cc3)C2)n[nH]1 (configuration not stated)
  A: nt | B: 8.3% | C: nt | D: nt | E: 2%

6	CC(=O)c1ccc2noc(-c3ccc(C)cc3)c2c1
  A: 10% | B: i | C: 3% | D: 6% | E: -4%

7	CCCc1nnc(NC(=O)CCC(=O)N2CCN(c3nc(C)cc(C)n3)CC2)s1
  A: 0% | B: 3.7% | C: -5% | D: 2% | E: -2%

8	Cc1csc(NC(=O)c2ccc(C)c(S(=O)(=O)N3CCOCC3)c2)n1
  A: -3% | B: nt | C: 0% | D: 16% | E: nt

9	O=C(OCc1ccc(COC(=O)c2cccnc2Cl)cc1)c1cccnc1Cl
  A: 19% | B: 5.2% | C: -9% | D: 70% | E: 4%

10	CCCCN(CCCC)Cc1ccc(C(=O)NNC(=O)Nc2ccccc2)o1
  A: 10% | B: i | C: 3% | D: -2% | E: -9%

11	COc1ccc(N(C(C)C(=O)N/N=C/c2ccc(OCC(C)C)cc2)S(C)(=O)=O)cc1 (configuration not stated)
  A: -3% | B: 6.4% | C: -8% | D: 28% | E: -3%

12	Cc1cccc(NC(=O)c2cc([N+](=O)[O-])ccc2NC2CCCCC2)c1
  A: -9% | B: 0.4% | C: -6% | D: 3% | E: 23%

13	c1csc(CN2CCNCC2)c1
  A: -3% | B: 0.2% | C: -1% | D: -3% | E: -3%

14	CSc1nc(NS(=O)(=O)c2cc(C)c(Cl)cc2Cl)nn1C
  A: -6% | B: 1.5% | C: -1% | D: 49% | E: -11%

15	Cc1ccc[n+](CC(=O)N2CCCCC2)c1C
  A: 6% | B: 1.7% | C: 6% | D: -5% | E: -13%

16	CCN(CC(=O)NC1CCS(=O)(=O)C1)C(=O)c1ccc(S(=O)(=O)N(CC)CC)cc1 (configuration not stated)
  A: -12% | B: 0.7% | C: nt | D: -9% | E: -4%

17	Cc1cc(Sc2nc(NC(C)C)nc(NC(C)C)n2)nc(Cl)n1
  A: 6% | B: 1.3% | C: 2% | D: 2% | E: 3%

18	Cc1ccc2c(C)c(C(=O)N3CCN(c4ncccn4)CC3)oc2c1C
  A: nt | B: 8.3% | C: nt | D: nt | E: 16%

19	O=C(CCn1nnc2ccccc21)NNC(=O)C1CCCCC1
  A: -3% | B: 1.1% | C: 1% | D: -15% | E: -4%

20	O=C(Cc1ccc([N+](=O)[O-])cc1)NCC1CCCO1 (configuration not stated)
  A: 3% | B: 0.5% | C: 4% | D: -2% | E: -1%

21	CCCC(=O)Nc1nnc(-c2ccco2)s1
  A: -4% | B: 1.7% | C: 2% | D: 8% | E: 2%

22	COc1ccc(/C(C)=N\NS(C)(=O)=O)c(OC)c1
  A: -6% | B: 1.4% | C: 17% | D: -5% | E: -4%

23	COCCCNC(=S)N/N=C/c1ccccc1O
  A: 6% | B: 4.3% | C: 0% | D: ? | E: 15%

24	COc1cc(NC(=O)Cn2ncc(Cl)c(Cl)c2=O)c(C)cc1[N+](=O)[O-]
  A: nt | B: 13% | C: nt | D: nt | E: -7%

25	COCCN(C(=O)CCC(=O)Nc1ccccn1)C(C(=O)NCCC(C)C)c1ccc(C)cc1 (configuration not stated)
  A: 1% | B: 0.2% | C: 12% | D: -2% | E: 0%

# Filtered by structure, the compounds so far with an aryl methoxy group (three)
# Letter code: A = M. tuberculosis HTS; B = VEEV TC-83 Vero; C = Salmonella PhoP GFP; D = M. tuberculosis; E = H1N1 NS1A inhibition
11	COc1ccc(N(C(C)C(=O)N/N=C/c2ccc(OCC(C)C)cc2)S(C)(=O)=O)cc1 (configuration not stated)
  A: -3% | B: 6.4% | C: -8% | D: 28% | E: -3%

22	COc1ccc(/C(C)=N\NS(C)(=O)=O)c(OC)c1
  A: -6% | B: 1.4% | C: 17% | D: -5% | E: -4%

24	COc1cc(NC(=O)Cn2ncc(Cl)c(Cl)c2=O)c(C)cc1[N+](=O)[O-]
  A: nt | B: 13% | C: nt | D: nt | E: -7%

# Given tab-delimited: entries from further up
no.	Structure	M. tuberculosis HTS	VEEV TC-83 Vero	Salmonella PhoP GFP	M. tuberculosis	H1N1 NS1A inhibition
7	CCCc1nnc(NC(=O)CCC(=O)N2CCN(c3nc(C)cc(C)n3)CC2)s1	0%	3.7%	-5%	2%	-2%
15	Cc1ccc[n+](CC(=O)N2CCCCC2)c1C	6%	1.7%	6%	-5%	-13%
22	COc1ccc(/C(C)=N\NS(C)(=O)=O)c(OC)c1	-6%	1.4%	17%	-5%	-4%
25	COCCN(C(=O)CCC(=O)Nc1ccccn1)C(C(=O)NCCC(C)C)c1ccc(C)cc1 (configuration not stated)	1%	0.2%	12%	-2%	0%
9	O=C(OCc1ccc(COC(=O)c2cccnc2Cl)cc1)c1cccnc1Cl	19%	5.2%	-9%	70%	4%

# Continuation.
# Letter code: A = M. tuberculosis HTS; B = VEEV TC-83 Vero; C = Salmonella PhoP GFP; D = M. tuberculosis; E = H1N1 NS1A inhibition
26	CCN1CCN(c2c(Cl)cccc2NC(=O)c2ccc3c(c2)OCCO3)CC1
  A: -4% | B: i | C: -6%&-1% | D: 0% | E: -21%

27	NC1=NN=C(N2N=C(c3ccccc3)CC2(O)C(F)(F)F)n2ncnc2C1 (configuration not stated)
  A: 0% | B: i | C: -9% | D: -6% | E: 8%

28	CC(C)C(NC(=O)/C(=C\c1ccco1)NC(=O)c1ccco1)C(=O)O (configuration not stated)
  A: -10% | B: i | C: -5% | D: 13% | E: 2%

29	CCOC(=O)N1CCN(C(=O)c2oc(=O)c3ccccc3c2-c2ccc(C)cc2)CC1
  A: -7% | B: 7.3% | C: -10% | D: 0% | E: 10%

30	Cc1cc2[nH]c(=O)c(=O)[nH]c2cc1S(=O)(=O)N1CCC(C)CC1
  A: -18% | B: i | C: -9% | D: 8% | E: 4%

31	Cc1ccccc1NC(=O)C1CCN(C2=NS(=O)(=O)c3ccccc32)CC1
  A: -8% | B: i | C: 7% | D: -8% | E: -4%

32	Cc1ccc(-c2nc3ncccc3o2)cc1NC(=O)c1cccnc1
  A: 3% | B: 1.1% | C: 1% | D: -2% | E: 5%

33	CCOC(=O)C1CCCN(C(=O)c2cc(-c3ccc(C)cc3)on2)C1 (configuration not stated)
  A: -2% | B: i | C: -3% | D: 28% | E: 26%

34	O=C1NC(=O)/C(=C\c2ccc(OCc3cnc(Cl)s3)cc2)S1
  A: -4% | B: i | C: -7% | D: 23% | E: -12%

35	COc1ccccc1CNc1ccc(N2CCOCC2)c(C(=O)O)c1
  A: -4% | B: 0.6% | C: 10% | D: -17% | E: 4%

36	CC(C)(C)n1nnnc1C(c1cccs1)N(Cc1ccccc1)Cc1ccco1 (configuration not stated)
  A: -3% | B: 4.7% | C: 3% | D: 23% | E: -12%

37	CN(C)/C=C1/Sc2ccccc2C1=O
  A: -2% | B: 1.0% | C: 4% | D: 12% | E: 13%

38	COc1ccc(Br)cc1C(=O)Nc1cccc2ncccc12
  A: 7% | B: 4.2% | C: 2% | D: 28% | E: -19%

39	O=C1NC(c2ccccc2)CCC1(Cl)Cl (configuration not stated)
  A: 2% | B: i | C: -6% | D: -14% | E: -1%

40	Cc1ccc(Nc2nc(-c3sc(N)nc3C)cs2)cc1
  A: 8% | B: 7.9% | C: -3% | D: 10% | E: -4%

41	CSc1ccc(N/N=C(/C#N)S(=O)(=O)C(C)(C)C)cc1
  A: 53% | B: 1.7% | C: 1% | D: 42% | E: nt

42	CC(C)(C)c1csc(NC(=O)Cn2c(=O)oc3ccccc32)n1
  A: 3% | B: 4.6% | C: 12% | D: 36% | E: 4%

43	Cc1cc(NC(=O)C2C3C(=O)N(Cc4ccc(Cl)cc4)C(C(=O)NC(C)(C)C)C34C=CC2(C)O4)no1 (configuration not stated)
  A: 0% | B: 0.9% | C: -4% | D: -10% | E: 5%

# Arranged by count of non-hydrogen atoms (lowest first): part of the list above
# Letter code: A = M. tuberculosis HTS; B = VEEV TC-83 Vero; C = Salmonella PhoP GFP; D = M. tuberculosis; E = H1N1 NS1A inhibition
33	CCOC(=O)C1CCCN(C(=O)c2cc(-c3ccc(C)cc3)on2)C1 (configuration not stated)
  A: -2% | B: i | C: -3% | D: 28% | E: 26%

29	CCOC(=O)N1CCN(C(=O)c2oc(=O)c3ccccc3c2-c2ccc(C)cc2)CC1
  A: -7% | B: 7.3% | C: -10% | D: 0% | E: 10%

43	Cc1cc(NC(=O)C2C3C(=O)N(Cc4ccc(Cl)cc4)C(C(=O)NC(C)(C)C)C34C=CC2(C)O4)no1 (configuration not stated)
  A: 0% | B: 0.9% | C: -4% | D: -10% | E: 5%

# Compound activity deposited in PubChem BioAssay by Southern Research Specialized Biocontainment Screening Center.
